Screening results deposited in PubChem by National Center for Advancing Translational Sciences (NCATS).
aSyn tox rescue – inhibitors of alpha-synuclein toxicity in yeast. hit rate 0.02% among 94,000. Potency, µM (series often up to 46.1 µM), for the others: at the top dose growth rescue (activation), most hits filed as activators. S. cerevisiae alpha-synuclein toxicity rescue, BacTiter-Glo growth, 24 h; active = well fitted activation curve with a large enough effect; also: 0% is about no effect
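Growth restoration measured by BacTiter-Glo luminescence after 24 hr at 30 deg C; alpha-synuclein yeast, raffinose-pregrown to mid-log, were added at OD600=0.02 in galactose medium onto pinned compounds.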
* marks the source's active call; other numbers are inactive results; & = joins results of further samples; [ ] = another dose, or the depositor's remark. Potency is read from the fitted curve at half-maximal effect. Some of the compounds tested. The share of hits here may be higher or lower than overall.

SMILES | aSyn tox rescue
Cc1noc(-c2ccc(-c3noc(-c4ccc(Cl)cc4)n3)cc2)n1 | -1.3%
CCOC(=O)c1c(NC(=O)c2ccc(S(=O)(=O)N3CCC(C)CC3)cc2)sc2c1CCN(CC)C2 | 5.2%
CC(=O)c1ccc(NC(=O)CSc2nccn2C2CCCC2)cc1 | 3.6%
O=C(NCc1ccc(F)cc1)c1ccc(Cn2c(SCc3ccc(F)cc3)nc3cccnc32)cc1 | 7.2%
O=C(CNC(=O)c1ccco1)N=Nc1c(O)[nH]c2ccc([N+](=O)[O-])cc12 | -4.3%
CCc1c(C)nc(N)nc1Cl | 6.3%
COc1cccc(NC(=O)c2sc3nc(C)c(C(=O)Nc4ccc(C)cc4C)c(-c4sccc4C)c3c2N)c1 | 2.0%
CCc1cc(=O)[nH]c(SCC(=O)N2CCCC2)n1 | -5.5%
COc1ccc(CCC(=O)NCc2ccc3c(c2)CCN3C(=O)c2ccc(C)cc2)cc1 | -16.7%
CCc1ccc(CNC(=O)c2ccc(-c3nc(CS(=O)(=O)c4ccccc4)c(C)o3)cc2)cc1 | -7.5%
CCc1ccc(NS(=O)(=O)c2cc3c(cc2C)n(C)c(=O)c(=O)n3C)cc1 | -9.1%
COc1cccc(CNC(=O)CN(C)S(=O)(=O)c2ccc3c(c2)c(=O)n(C)c(=O)n3C)c1 | -0.4%&5.9%
CCOc1ccc(CN(C)C(=O)c2ccc3ccccc3n2)cc1 | 12.2%
COc1ccc2nc(Cl)cc(Cl)c2c1 | 2.5%
COc1ccc(S(=O)(=O)N(CC(=O)NCc2ccncc2)c2cc(C)cc(C)c2)cc1OC | 8.0%
COc1ccc(NC(=O)c2ccc3c(=O)n4nc(Nc5ccccc5C)sc4nc3c2)cc1Cl | -0.6%
COc1ccccc1NC(=O)N(Cc1nnc2n1CCCCC2)c1ccc(F)cc1 | 4.7%
Cc1cc(NS(=O)(=O)c2ccc(NC(=O)c3cccnc3)cc2)nc(C)n1 | 10.3%
O=C(Cn1c(=O)c2cccn2c2cccnc21)NCc1cccc(F)c1 | 8.1%
CCc1nnc(SCC(=O)N(CC)c2ccccc2)c2cc3oc(C)cc3n12 | -5.5%
Cc1cccc(N2CCN(c3ccc(NC(=O)c4ccccc4)cc3C(=O)O)CC2C)c1 (stereo not given) | 8.2%
COc1ccc(S(=O)(=O)N(CC(=O)NCc2ccccn2)c2ccc(Cl)cc2)cc1 | -2.6%
CCc1ccc(CNC(=O)Cn2ccc3cc(S(=O)(=O)N4CCCCCC4)ccc32)cc1 | -3.9%
Cc1ccc(Sc2c(C)nn(C(C)(C)C)c2OC(=O)C(C)(C)C)cc1 | -7.6%
O=S(=O)(c1ccc(Cl)cc1)n1cccn1 | -14.4%
COc1ccccc1Nc1sc(C(=O)c2ccc(F)cc2)c(N)c1S(=O)(=O)c1ccc(C)cc1 | -3.4%
COc1ccccc1CNc1cc(-c2ccccc2)nc2nncn12 | -8.0%
CCc1ccc(S(=O)(=O)c2cn(CC(=O)Nc3ccc(F)c(Cl)c3)c3ccccc3c2=O)cc1 | -1.3%
CC1CCN(S(=O)(=O)c2ccc(C(=O)N3CCCC(C(F)(F)F)C3)cc2)CC1 (stereo not given) | 7.3%
COc1ccc(-c2nnc(SCC(=O)Nc3cccc(Cl)c3C)nc2-c2ccc(OC)cc2)cc1 | 5.1%
COc1ccc(CN2C(=O)N(c3ccc(OC)cc3)C(=O)C2CC(=O)Nc2ccccc2)cc1 (stereo not given) | -2.9%
Cc1ccc(CNS(=O)(=O)c2ccc3[nH]c4c(c3c2)CCCCC4)cc1 | -11.3%
CN(C)S(=O)(=O)c1cccc(NC(=O)CN2C(=O)NC3(CCc4ccccc4C3)C2=O)c1 (stereo not given) | 7.3%
Cc1c(C(=O)Nc2ccc(Br)cc2F)oc2ccc(S(=O)(=O)N3CCC4(CC3)OCCO4)cc12 | 2.6%
O=C(NCC1(c2ccccc2)CCCC1)C(=O)Nc1cccc(Br)c1 | -4.3%
Cc1cc(C)cc(NC(=O)c2cc(C)n(Cc3cccs3)c2C)c1 | -9.1%
COC(=O)c1ccc(NC(=O)CCCN2C(=O)NC(C)(C)C2=O)cc1 | -10.1%
O=c1cc(CSc2n[nH]c(-c3ccccc3)n2)[nH]c2ccccc12 | -6.6%
CC(=O)Cc1nsc(NC(=O)c2ccc(-c3cc(Cl)ccc3Cl)o2)n1 | 4.8%
Cc1nn2c(C)c(C(=O)N3CCN(c4ccc(Cl)cc4)CC3)cnc2c1-c1ccc(F)cc1 | -9.4%
C=CCn1c(C)nnc1SCC(=O)c1c(N)n(C2CC2)c(=O)[nH]c1=O | -3.1%
CSCCC(NS(=O)(=O)c1ccc2c(c1)oc(=O)n2C)C(=O)Nc1ccc(Cl)cc1 (stereo not given) | -4.6%
O=C(CCOc1ccccc1)N(Cc1cccnc1)c1nc2ccc(F)cc2s1 | 19.2%
Cn1c(=O)c2cc(C(=O)N3CCN(c4ccc(Cl)cc4)CC3)sc2c2ccccc21 | 4.9%
Clc1c(Cl)c(Cl)c2n[nH]nc2c1Cl | -75.8%[inhibitor]

3 entries from above, comma-delimited.
mol,aSyn tox rescue
Cc1ccc(Sc2c(C)nn(C(C)(C)C)c2OC(=O)C(C)(C)C)cc1,-7.6%
COc1ccc(S(=O)(=O)N(CC(=O)NCc2ccncc2)c2cc(C)cc(C)c2)cc1OC,8.0%
Cc1c(C(=O)Nc2ccc(Br)cc2F)oc2ccc(S(=O)(=O)N3CCC4(CC3)OCCO4)cc12,2.6%

(continued)
SMILES | aSyn tox rescue
O=C(Nc1nnc(S(=O)(=O)N2CCCC2)s1)c1ccccc1Cl | -10.2%
COc1cccc(NC(=S)NC(Cc2ccccc2)c2ccccc2)c1 (stereo not given) | 16.6%
CC(C)Cn1c(N)c(C(=O)COC(=O)c2cnccn2)c(=O)n(C)c1=O | 2.8%
CC(C)N(C(=O)CS(=O)(=O)c1ccc(Cl)c(Cl)c1)C(C)C | 5.9%
Cc1ccccc1N1C(=O)C(Oc2ccc(Cl)cc2)C1CNCCCOC(C)C (stereo not given) | 2.5%
CCOc1ccc(NC(=O)c2cnc3ccccn3c2=O)cc1 | -1.0%
Cc1ccc(C(=O)NCCc2ccc(S(N)(=O)=O)cc2)cc1-n1cnc2cccnc21 | 0.1%
CC(C)CCn1c(=O)c2sccc2n2c(CCCC(=O)NCc3ccc(F)cc3)nnc12 | -1.3%
O=C(CN1CCN(c2ccc(Cl)cc2)CC1)Nc1ccc(Cl)c(C(F)(F)F)c1 | -23.2%
CC1CCCN(Cc2nc3c(c(=O)n(C)c(=O)n3C)n2Cc2ccc(Cl)cc2)C1 (stereo not given) | 2.7%
COc1ccc([C@H]2C[C@H](O)[C@@H](n3cc(C4CC4)nn3)CN2CC2CCCCC2)cc1 | -7.9%
COC(=O)C[C@@H]1C[C@@H]2c3cc(NS(=O)(=O)c4ccccc4)ccc3O[C@@H]2[C@@H](CO)O1 | 2.4%
O=C(CN1C(=O)C2(SCC(=O)N2c2ccc(F)cc2)c2ccccc21)NC1CCCCC1 (stereo not given) | -3.4%
Cc1ccc(-n2c(=O)c3ccc(C(=O)NCc4ccco4)cc3n(CC(=O)Nc3ccc(C)c(F)c3)c2=O)cc1 | -6.0%
Cc1ccc(C)c(NC(=O)CN(C)C(=O)c2cc([N+](=O)[O-])ccc2N2CCOCC2)c1 | 6.3%

The last 2 compounds of the part before are carried over, then new ones follow.
SMILES | aSyn tox rescue
Cc1ccc(-n2c(=O)c3ccc(C(=O)NCc4ccco4)cc3n(CC(=O)Nc3ccc(C)c(F)c3)c2=O)cc1 | -6.0%
Cc1ccc(C)c(NC(=O)CN(C)C(=O)c2cc([N+](=O)[O-])ccc2N2CCOCC2)c1 | 6.3%
COc1ccc(CNC(=O)c2cnn(-c3ccc(OC)cc3)c2C2CCN(C(=O)OC(C)(C)C)CC2)cc1 | 4.6%
Cc1ccc(OCC(=O)Nc2ccc3nc(SCC(=O)N(C)c4ccccc4)sc3c2)cc1 | 14.9%
Cc1cccc(C)c1NC(=O)COc1ccccc1C(=O)Nc1ccc(Br)cn1 | 2.2%
CC(NC(=O)CSc1nc(-c2ccccc2F)nc2cc(=O)[nH]n12)c1nc2ccccc2n1C (stereo not given) | 0.0%
Cc1ccc(C(=O)C(C)OC(=O)CN2C(=O)NC3(CCCC3)C2=O)cc1C (stereo not given) | 1.6%
CCN1CCN(S(=O)(=O)c2ccc(Cl)c(C(=O)Nc3nnc(C)s3)c2)CC1 | 10.2%
COc1ccc(S(=O)(=O)c2c(Nc3ccc(F)cc3)sc(C(=O)c3ccc4c(c3)OCO4)c2N)cc1 | 7.4%
CCC(C)(C)c1nnc(NC(=O)C2CC(=O)N(CCc3ccc(F)cc3)C2)s1 (stereo not given) | 3.2%
Nc1nc(N2CCN(c3ccccn3)CC2)nc2ccccc12 | -11.1%
Cn1ccnc1C(=O)c1ccc(S(=O)(=O)N2CCCC2)cc1 | 1.9%
COc1ccccc1N(CC(=O)NCCSCc1ccccc1)S(=O)(=O)c1ccccc1 | 3.7%
COc1cccc(N2CCN(C(=S)Nc3cc(C)cc(C)c3)CC2)c1 | -1.8%
COc1ccc(C(=O)Nc2cccc(-c3cn4ccsc4n3)c2)c(OC)c1 | -23.3%
Cc1c(CNC(C)c2ccccc2)c(C(=O)O)c(C)n1Cc1c(F)cccc1Cl (stereo not given) | 5.3%
CCn1c(SCC(=O)Nc2ccc(Cl)cc2)nnc1C1CC1 | -28.8%
COc1ccc(-n2nc(C(=O)Nc3ccc(C)cn3)c3c4ccccc4n(C)c3c2=O)cc1 | -2.9%
CCOC(=O)c1ccc(OCC2c3cc(OC)c(OC)cc3CCN2C(=O)c2ccc(S(=O)(=O)N3CCCC3)cc2)cc1 (stereo not given) | 5.6%
Cn1c(=O)c2c(SCC(=O)N3CCOCC3)nc(C3CC3)nc2n(C)c1=O | -3.5%
CC1CCC2(CC1)NC(=O)N(CC(=O)c1cn(CCC#N)c3ccccc13)C2=O (stereo not given) | -6.9%
Cc1ccc(S(=O)(=O)CCC(=O)OCC(=O)N2c3ccccc3NC(=O)C2(C)C)cc1 | 11.9%
CCOC(=O)N1CCC(NC(=O)c2cnn(-c3cccc(F)c3)c2-n2cccc2)CC1 | -2.8%
O=C(Nc1ccccc1-c1nc2ccccc2s1)c1cc(Cl)cc(Cl)c1 | -0.5%
C=CCN(C1CCCCC1)S(=O)(=O)c1ccc2c(c1)oc(=O)n2C | 6.8%
CCN(CC)S(=O)(=O)c1ccc(N2CCCCC2)c(NC(=O)C2CCN(C(=O)c3ccc(F)cc3)CC2)c1 | 0.5%
COc1ccc(Nc2nc3ccc(C)cc3nc2-n2nc(C)cc2C)cc1Cl | 3.4%
Cc1ccc(NC(=O)CSc2nc3nc(C)c(Cc4ccccc4)c(C)n3n2)cc1 | 3.4%
Cc1cccc(N(C)c2cc(C)nc3ncnn23)c1 | 3.9%
Cc1ccc(C)c(NC(=O)Cn2c(=O)n(Cc3ccco3)c(=O)c3ccc(C(=O)NC4CCCC4)cc32)c1 | 6.9%
O=C(CSc1nnc(SCc2ccc(F)cc2)s1)Nc1ccc(C(=O)O)cc1 | -4.9%
Cc1cc2nn(-c3ccc(Cl)cc3)nc2cc1N | -9.8%
O=C(Nc1ccccn1)c1cc2ccccc2cc1O | -3.8%
CCOC(=O)N1CCC(N2C(=O)c3ccccc3C2Nc2cc(C(=O)OC)cc(C(=O)OC)c2)CC1 (stereo not given) | -3.9%
Cc1ccccc1NC(=O)c1ccc(CNS(=O)(=O)c2ccc3c(c2)C(C)(C)C(=O)N3C)cc1 | -3.9%

Of the compounds above, these have a CF3 group.
SMILES | aSyn tox rescue
CC1CCN(S(=O)(=O)c2ccc(C(=O)N3CCCC(C(F)(F)F)C3)cc2)CC1 (stereo not given) | 7.3%
O=C(CN1CCN(c2ccc(Cl)cc2)CC1)Nc1ccc(Cl)c(C(F)(F)F)c1 | -23.2%

Taken from above:
CCOC(=O)c1ccc(OCC2c3cc(OC)c(OC)cc3CCN2C(=O)c2ccc(S(=O)(=O)N3CCCC3)cc2)cc1 (stereo not given) in aSyn tox rescue has 5.6%
CCOC(=O)N1CCC(NC(=O)c2cnn(-c3cccc(F)c3)c2-n2cccc2)CC1 in aSyn tox rescue has -2.8%
Cc1ccc(C)c(NC(=O)Cn2c(=O)n(Cc3ccco3)c(=O)c3ccc(C(=O)NC4CCCC4)cc32)c1 in aSyn tox rescue has 6.9%
